# TrxR1 substrate = is turned over as a substrate by rat TrxR1; Potency, µM (top dose mostly 114 µM), for inactives: at the highest dose activity change, negative = substrate turnover; O89049; purified TrxR1 substrate turnover, NADPH consumption readout; 390,000 compounds, 0.01% hits; also: potency is read from the fitted curve at half-maximal effect; % is scaled to controls: 0 for no effect and ±100 for the full control effect; nearly all actives have a fitted effect of over 50% in size
#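 Rat TrxR1, dispensed at 90 nM, was prereduced with 400 uM NADPH (final) for 5 min at ~22 deg C, then incubated with compound 15 min before 400 uM selenite. A first-read NADPH fluorescence drop versus no-compound background flagged substrates.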
# D2 ag = agonists of human D2 dopamine receptor; HEK293 T-REx D2 cells, calcium flux agonist mode; AID 485358; 340,000 compounds, 0.53% hits; activation, % at 2 µM; P14416;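 active = activation over 3 SD above normal in the single-dose calcium agonist read, cut at about 30% in these data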; also: 0% is about no effect
# Target sequence (P14416 whole entry, looked up): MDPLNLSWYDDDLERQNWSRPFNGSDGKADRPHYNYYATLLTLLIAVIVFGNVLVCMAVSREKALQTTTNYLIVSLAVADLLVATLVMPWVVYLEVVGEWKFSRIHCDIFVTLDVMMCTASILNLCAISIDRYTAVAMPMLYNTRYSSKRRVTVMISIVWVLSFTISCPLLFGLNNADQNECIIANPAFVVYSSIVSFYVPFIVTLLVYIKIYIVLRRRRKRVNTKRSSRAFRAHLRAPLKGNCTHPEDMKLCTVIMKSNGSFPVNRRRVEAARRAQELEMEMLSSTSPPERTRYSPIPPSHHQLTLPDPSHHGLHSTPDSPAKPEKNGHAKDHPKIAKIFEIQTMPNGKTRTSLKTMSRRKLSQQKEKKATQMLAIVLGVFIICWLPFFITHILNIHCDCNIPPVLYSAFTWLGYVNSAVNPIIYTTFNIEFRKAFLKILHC
#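 In this primary screen, compounds producing a positive calcium signal within 180 s of addition to tetracycline-induced, force-coupled HEK293 Trex D2 cells are flagged; cells are dye-loaded with a no-wash calcium kit beforehand.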
# Pin1 inhibitor = human Pin1 inhibition. Q13526. Pin1 FP peptide displacement, HiFluor488, 10 min. Potency, µM (titrated, usually from 115 µM), without a hit: top-dose activity, negative = inhibition, hits mostly inhibitors. 390,000 compounds, 0.009% hits. AID 504891; active = well fitted inhibition curve with a large enough effect in the polarisation, with a control signal flat, not every such curve was filed as active; inconclusive = small, poorly fitted or top-dose-only effect, or effect the other way, or a change in a side signal; inactive = no such curve, though single readings can be large or run the other way; the % refers to the polarisation; also: potency is read from the fitted curve at half-maximal effect; % is scaled to controls: 0 for no effect and ±100 for the full control effect
# Target sequence (Q13526 whole entry, looked up): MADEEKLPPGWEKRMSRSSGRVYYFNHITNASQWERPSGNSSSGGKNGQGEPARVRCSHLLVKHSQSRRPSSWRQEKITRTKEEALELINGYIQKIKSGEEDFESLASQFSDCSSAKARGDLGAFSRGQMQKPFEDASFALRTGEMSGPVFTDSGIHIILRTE
# TRHR PAM = TRH receptor (human) allosteric enhancement; TRHR cells, fluo-8 calcium fluorescence, EC20 TRH enhancement; enhancement, % at 2 µM; AID 493056; 360,000 compounds, 0.66% hits; P34981; in the data active = enhancement above about 30%; also: 0% is about no effect
# Target sequence (P34981 whole entry, looked up): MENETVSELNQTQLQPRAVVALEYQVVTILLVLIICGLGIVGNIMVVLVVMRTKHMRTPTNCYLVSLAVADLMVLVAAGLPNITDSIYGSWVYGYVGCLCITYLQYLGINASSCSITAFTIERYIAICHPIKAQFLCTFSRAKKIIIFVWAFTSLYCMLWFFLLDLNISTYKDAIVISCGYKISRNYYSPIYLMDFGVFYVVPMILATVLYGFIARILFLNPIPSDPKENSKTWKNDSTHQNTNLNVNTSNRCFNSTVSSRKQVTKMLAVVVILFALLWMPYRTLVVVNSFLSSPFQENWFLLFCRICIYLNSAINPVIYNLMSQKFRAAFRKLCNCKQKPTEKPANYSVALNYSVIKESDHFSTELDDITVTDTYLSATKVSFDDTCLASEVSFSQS
#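 Enhancer read-out: after compound pinning and an initial kinetic agonist-mode read, an EC20 of TRH (10 nM final) was injected and fluo-8 calcium signal (Ex 480/Em 530) followed at 1 s/cycle for 100 cycles in TRHR-expressing cells.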
# IDH1 R132H inh = blocks human mutant IDH1 R132H enzyme; IDH1-R132H enzyme, NADPH consumption, diaphorase/resazurin fluorescence; O75874; Potency, µM (doses to about 76.6 µM), inactives show top-dose activity change, negative = inhibition, hits mostly inhibitors; 390,000 compounds, 0.093% hits; also: potency is read from the fitted curve at half-maximal effect; % is scaled to controls: 0 for no effect and ±100 for the full control effect; nearly all actives have a fitted effect of over 65% in size
#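 IDH1-R132H (0.5 ug/mL) preincubated 30 min with compound, then NADPH (0.016 mM) and alpha-KG (2 mM) added; 80 min at RT, pH 7.5. Remaining NADPH coupled via diaphorase/resazurin to fluorescence (540/590 nm); concentration-response curves normalized to no-enzyme control.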
# rTrxR1 inhibitor = rat TrxR1 inhibition. O89049. recombinant rTrxR1, NADPH fluorescence consumption, selenite substrate. Potency, µM (highest dose often 114 µM), inactives show at the top dose activity change, negative = inhibition, hits mostly inhibitors. 390,000 compounds, 1% hits. AID 588453; also: potency is read from the fitted curve at half-maximal effect; % is scaled to controls: 0 for no effect and ±100 for the full control effect; nearly all actives have a fitted effect of over 65% in size
#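 Rat TrxR1 (90 nM in the dispensed reagent) was pre-reduced with 400 uM NADPH for 5 min at room temperature, then incubated with compound for 15 min. After 400 uM selenite was added, NADPH fluorescence (Ex 340/Em 450 nm) was followed for 8 min.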
# USP1 inh = inhibitors of human USP1/UAF1 deubiquitinase; 390,000 compounds, 0.23% hits; recombinant USP1/UAF1, Ub-Rhodamine cleavage fluorescence; O94782; Potency, µM (doses to about 57.1 µM), without a hit: top-dose activity change, negative = inhibition, most hits filed as inhibitors; also: potency is read from the fitted curve at half-maximal effect; % is scaled to controls: 0 for no effect and ±100 for the full control effect; nearly all actives have a fitted effect of over 60% in size; inactives centre near -12
#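 High-throughput fluorogenic screen: 1nM USP1/UAF1 complex, Ub-Rho substrate 150nM final, 50mM HEPES pH 7.8 with 0.5mM EDTA, 0.1 mg/ml BSA, 1mM TCEP and 0.01% Tween-20.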
# D2 antag = antagonists of human D2 dopamine receptor; P14416; HEK293 TREx D2 cells, calcium flux, dopamine EC80; inhibition, % at 10 µM; 340,000 compounds, 2% hits; in the data active = inhibition above about 30%; also: 0% is about no effect
#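 HEK293 T-REx D2 cells, tet-induced, calcium dye no-wash. Cpd pintool add, 180 s kinetic, then EC80 DA, 180 s kinetic. Ca flux read.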
# TRHR ag = TRH receptor (human) agonism. AID 493084. 360,000 compounds, 0.18% hits. activation, % at 2 µM. TRHR cells, calcium flux fluo-8, FDSS agonist mode. P34981; in the data active = activation above about 30%; also: 0% is about no effect
#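 Fluo-8-loaded TRHR cells; 10 s baseline, compound added, kinetic Ca2+ fluorescence read 1/s, agonist mode.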
# An asterisk follows results filed as active; ? = inconclusive; / = not tested or not shown; & = joins results of further samples; ! = repeats disagree; [ ] = another dose, or the depositor's remark. Unless noted, calls follow the shape of the dose curve; as a rule, active = well fitted inhibition curve with a large enough effect; inconclusive = small, poorly fitted or top-dose-only effect; inactive = no such curve, though single readings can be large or run the other way. Some of the compounds tested. The share of hits here may be higher or lower than overall.
# Results follow in this order: D2 antag	TrxR1 substrate	USP1 inh	TRHR PAM	Pin1 inhibitor	rTrxR1 inhibitor	D2 ag	TRHR ag	IDH1 R132H inh
Cc1cccc(-n2nc(C)c(C(=O)Nc3cc(C)ccc3C)c2-n2cccc2)c1
  /	-3%[57.1 µM]	-29%	2	-2%	5%[57.1 µM]	0.1	0.4	-1%
COC(=O)N/N=C\c1ccc(-c2cc(Cl)c(Cl)cc2Cl)o1
  4	-11%	-8%	9	?	-16%	1.1	0.7	-2%
CC(C)NC(=O)Cn1nnc(-c2cccc(NC(=O)c3ccccc3F)c2)n1
  4	-8%	5%	2	-3%	-4%	0.2	0.5	12%
COc1ccc(CN(C)C(=O)CCN2C(=O)c3ccccc3C2=O)c(OC)c1OC
  20	2%	-20%	0	3%	23%	0.4	0.3	3%
Cc1cccc(NCc2cccc3ccccc23)n1
  -28	4%	-19%	0	-3%	14%	0.2	-0.5	5%
C=CCn1c(=O)c2ccccc2n2c(SCC(=O)Nc3sc(C)c(CC)c3C(=O)OCC)nnc12
  4	-12%[57.1 µM]	-5%	-4	?	17%[57.1 µM]	-0.3	-0.1	-5%
CCc1ccc(C(C(=O)NCc2ccc(F)cc2)N(C(=O)c2csnn2)C2CC2)cc1 (configuration not stated)
  -30	?	?	-5	5%	-5%	11	1.0	-11%
CCN(CC)C(=S)SC1CCCCN(C(=O)c2ccccc2)C1=O (configuration not stated)
  /	-8%	-8%	-2	?	12%	/	-0.8	-1%
CCCN1CN(c2ccccc2)C(=S)N(c2ccccc2)C1
  -20	7%[57.1 µM]	-12%	5	-5%	5%[57.1 µM]	-0.9	-0.3	-3%
COc1cccc(CN(CC(=O)NCC2CCCO2)C(=O)CCC(=O)Nc2cc(C)on2)c1 (configuration not stated)
  -7	-12%	-8%	-1	-6%	-11%	-2.7	0.1	1%
CCn1c(SC(C)C(=O)Nc2ccc(N3CCOCC3)cc2)nnc1-c1ccco1 (configuration not stated)
  -20	1%[57.1 µM]	-2%	2	-5%	2%[57.1 µM]	0.1	0.1	2%
CCCCC(=O)Nc1cc(C)c(O)c(-c2nc3ncccc3o2)c1
  /	3%	?	-5	4%	11%	-0.7	-1.6	16%
COc1ccc(CNC(=O)c2nn(C)c3c2CS(=O)(=O)c2ccccc2-3)cc1
  16	-4%&-2%	-17%&-18%	-6&-2	-24%&0%	-23%&9%	-0.5&-0.6	-0.6&-0.5	2%&-20%
COc1ccc(NC(=O)C2C(=O)N(C)C3(C)CC2c2ccccc2O3)cc1 (configuration not stated)
  -10	-4%	-23%	-8	-10%	2%	-0.7	-0.3	21%
Cc1ccccc1NC(=O)CN1C(=O)C2C3CC(C(Br)C3Br)C2C1=O (configuration not stated)
  -9	13%[57.1 µM]	-22%	-1	-10%	-18%[57.1 µM]	5.2	1.4	3%
COC(=O)c1ccc(C2/C(=C(/O)c3ccc(OC)cc3)C(=O)C(=O)N2CC2CCCO2)cc1 (configuration not stated)
  3	-9%[57.1 µM]	-9%	4	-3%	-24%[57.1 µM]	2.7	0.2	-12%
CCNc1nc(NC(C)C)nc(Oc2ccc(OCCOc3ccccc3)nn2)n1
  16	-7%[57.1 µM]	1%	-6	-4%	2%	0.2	-0.1	0%
COC(=O)c1ccccc1NC(=O)CN1C(=O)COc2ccc(Cl)cc21
  /	-6%	-13%	-2	9%	3%	-0.9	-0.1	-10%
CCOC(=O)CCc1c(C)nc2c(c(C)nn2C(C)(C)C)c1C
  29	-2%	-23%	5	-2%	24%	0.1	-0.1	5%
COc1cc(C(=O)NNC(=O)c2nn(C)c(=O)c3ccccc23)cc(OC)c1OC
  /	6%[57.1 µM]	-7%	/	0%	14%[57.1 µM]	/	/	1%
Cn1c(=O)c2c(nc(Br)n2C/C=N/NC(N)=S)n(C)c1=O
  7	-3%[57.1 µM]	-7%	-2	0%	3%[57.1 µM]	0.0	0.6	8%
O=C(c1ccc2snnc2c1)N1CCOCC1
  11	2%	7%	2	-9%	4%	0.2	0.2	4%
COc1ccc2nnc(-c3ccccc3)n2n1
  -2	22%	-15%	0	2%	-10%	-0.3	-0.2	5%
CCOC(=O)Cc1csc(NS(=O)(=O)c2ccc(Cl)cc2)n1
  -1	-11%	-20%	0	10%	-3%	-1.0	0.1	-4%
O=c1[nH]n(-c2cccc3cccnc23)c(=O)c2ccccc12
  6	-2%	-2%	-1	1%	-1%	-0.5	0.0	6%
O=[N+]([O-])c1ccc(S(=O)(=O)N/N=C/c2cccs2)cc1
  -11	-11%	-6%	-3	2%	-12%	-0.7	0.2	-1%
CC(C)Oc1ccc(/C=N/NC(N)=S)cc1
  /	-10%	-19%	3	4%	-22%	/	-2.4	0%
O=c1cc(CSc2nnc(COc3ccccc3Cl)o2)nc2sccn12
  23	6%[57.1 µM]	5%	-7	5%	6%	-0.4	-0.6	1%
CC(=O)N1CCc2cc(S(=O)(=O)CCC(=O)NCCc3ccc(Cl)cc3)ccc21
  4	1%	-20%	-6	-14%	15%	-1.6	-0.2	-6%
O=c1cn[nH]c2ccc(Br)cc12
  /	-8%[57.1 µM]	-15%	/	5%	2%[11.4 µM]	/	/	6%
CCOC(=O)c1cc(-c2ccccc2)sc1NC(=O)CN1C(=O)NC(CC)(c2ccc(F)cc2)C1=O (configuration not stated)
  -21	1%	-12%	1	1%	-2%	1.2	1.3	-2%
Cc1ccc(NS(=O)(=O)c2cccc(C(=O)NCC(c3ccc(F)cc3)N3CCOCC3)c2)cc1 (configuration not stated)
  -5	6%	-7%	-4	0%	23%	0.7	0.2	0%
COc1cc2c(cc1OC)C(COc1ccc3c(C)cc(=O)oc3c1)N(C(=O)c1cc(Cl)ccc1OC)CC2 (configuration not stated)
  /	12%[2.29 µM]	-10%	-4	?	5%	0.2	0.1	-4%
CCOC(=O)/C(C(N)=NCCO)=C(/O)c1ccccc1
  -4	3%	4%	1	-1%	13%	0.8	0.2	6%
O=[N+]([O-])c1cc(/C=N/N2CCOCC2)cs1
  21	10%[57.1 µM]	-17%	-3	2%	-4%[57.1 µM]	0.3	0.1	9%
COc1ccc(Nc2nnc(-c3ccc(O)cc3)c3ccccc23)cc1
  12	-10%	3%	0	-3%	?	-1.6	-2.1	12%
C=CCN(C(=O)c1ccc(Cl)cc1)c1ccccc1C(=O)NCC(=O)O
  4	-1%	-10%	5	0%	20%	0.1	0.5	7%
Cc1cccn2c(=O)nc(SCC(=O)Nc3ccc4c(c3)OCCO4)nc12
  13	-9%	-1%	7	5%	-4%	-0.1	0.1	-2%
CC(=O)N1CCc2cc(S(=O)(=O)NCCC(=O)Nc3ccc4c(c3)OCCO4)ccc21
  -9	-9%	0%	-2	9%	-9%	0.5	0.2	8%
CCOc1ccc(C(c2c(O)nc(SC)[nH]c2=O)c2c(O)nc(SC)[nH]c2=O)cc1
  /	-1%	-25%	/	4%	28µM*	/	/	3%
O=C(CSc1nnc(-c2ccc(O)cc2)n1-c1ccccc1)CC(=O)Nc1ccccc1
  1	4%	-17%	6	14%	4%	1.1	0.5	-8%
O=C(CCS(=O)(=O)c1ccc2c(c1)NC(=O)CO2)NCCc1ccc(Cl)cc1
  -5	2%	-10%	4	0%	9%	0.4	-0.2	8%
O=C(NCc1ccccn1)Nc1ccc(Br)cc1Cl
  -4	-1%	-10%	7	?	5%	0.3	-1.2	2%
Cc1ccc2nc(SCC(=O)NCCc3ccccc3)nc(=O)n2c1
  12	1%	-5%	-1	0%	-17%	0.5	0.2	1%
CSCC(=O)NC1CCCN(C2Cc3ccccc3C2)C1 (configuration not stated)
  /	0%	-19%	3	4%	-6%	/	0.5	3%
Cc1cccc(C)c1NC(=O)COC(=O)c1ccc2[nH]c3c(c2c1)CCCC3
  -10	4%	-1%	4	1%	12%	-0.1	0.5	8%
Cc1cccc(N(CC(O)CN2CCOCC2)S(=O)(=O)c2ccccc2)c1 (configuration not stated)
  -2	2%	-16%	4	-7%	22%	-0.4	-0.1	-6%
COc1cc(/C=N/NC(N)=S)ccc1OC(=O)c1ccc(C)cc1
  -11	-8%	-20%	1	-3%	-7%	-0.6	0.2	2%
CCc1ccc(N(CC(=O)NC)S(C)(=O)=O)cc1
  -14	6%[57.1 µM]	-5%	-11	-6%	-1%[57.1 µM]	-0.4	1.4	7%
Cc1ccc(S(=O)(=O)NCCc2nc3ccccc3[nH]2)cc1
  -2	5%	-20%	-3	2%	29%	-0.6	-1.0	3%

# Following part.
# Results follow in this order: D2 antag	TrxR1 substrate	USP1 inh	TRHR PAM	Pin1 inhibitor	rTrxR1 inhibitor	D2 ag	TRHR ag	IDH1 R132H inh
Cc1ccc2oc(=O)c3cc(C(=O)NCCCN4C(C)CCCC4C)sc3c2c1 (configuration not stated)
  -7	6%	-26%	1	-1%	-12%	0.0	-0.3	-1%
CN(Cc1ccccc1)C(=O)c1[nH]cnc1C(=O)N[C@@H](Cc1ccccc1)C(=O)OC(C)(C)C
  -12	-1%	?	0	0%	6%	1.3	-0.2	3%
COc1ccc(-c2cc(C(=O)Nc3cc(C)nn3-c3ccccc3)no2)cc1OC
  -3	-1%&6%	-2%&-20%	57*!	8%&0%	17%&12%	0.4&0.1	-0.1&0.1	-5%&-16%
COc1ccc(-c2nnc(SCC#N)o2)cc1
  -18	-7%	-18%	0	-1%	-9%	-3.6	-0.5	-8%
CCCCc1cc2ccccc2c(OCCN(C)C)n1
  -8	1%	-22%	13	-2%	7%	0.2	1.5	13%

# 2 compounds drawn at random from those above:
# Results follow in this order: D2 antag	TrxR1 substrate	USP1 inh	TRHR PAM	Pin1 inhibitor	rTrxR1 inhibitor	D2 ag	TRHR ag	IDH1 R132H inh
Cc1cccc(-n2nc(C)c(C(=O)Nc3cc(C)ccc3C)c2-n2cccc2)c1
  /	-3%[57.1 µM]	-29%	2	-2%	5%[57.1 µM]	0.1	0.4	-1%
CC(=O)N1CCc2cc(S(=O)(=O)NCCC(=O)Nc3ccc4c(c3)OCCO4)ccc21
  -9	-9%	0%	-2	9%	-9%	0.5	0.2	8%

# Screens (PubChem)
